Source: PubChem
GPR55 LPI antagonism: GPR55 antagonists blocking LPI-driven arrestin recruitment, primary screen, imaging, U2OS, beta-arrestin-GFP, LPI agonist (AID 2013). inhibition, % at 10 µM; hits with a dose series show IC50 in µM. 0.13% of 290,000 active. U2OS GPR55 beta-arrestin-GFP translocation imaging, LPI antagonism; higher % means a stronger effect;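 active means spots per cell inhibited over 60%, with over 100 cells counted and total cytoplasm intensity under 500,000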;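 further: U2OS cells stably carrying GPR55 and arrestin-GFP stimulated by 5 µM LPI near EC80; imaged beta-arrestin-GFP aggregate spots per cell after agonist stimulation; plate controls were LPI-stimulated DMSO wells for no effect and DMSO wells without LPI for full effect; some results filed as inactive read as strong as hits; confirmed hits need IC50 under 10 µM and bright autofluorescent wells are also inconclusive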
K1F lysis inhibition: inhibition of K1F phage lysis, E. coli UTI89, bacterial capsule biogenesis inhibitors, alamar blue (AID 488966); E. coli UTI89 K1F phage lysis, alamar blue, 2 h; higher % means a stronger effect; inhibition, % at 100 µM; hits with a dose series show IC50 in µM; 0.02% of 340,000 active;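 active means phage lysis inhibition, versus mean bacterial control, above a set limit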;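 further: capsule biogenesis inhibitors block K1F phage lysis so surviving cells raise fluorescence; higher fluorescence means more inhibition of phage lysis; actives were called in the ten point dose series up to 300 µM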
Siah-1 displacement: blockers of Siah-1 interaction with plectin peptide – biochemical, fluorescence polarization, rhodamine-plectin, uHTS, primary screen (AID 1817); Siah-1 / rhodamine-plectin peptide fluorescence polarization; higher % means a stronger effect; displacement, % at 20 µM; hits with a dose series show IC50 in µM; 0.02% of 290,000 active;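 active means displacement of at least 50% at 20 µM, with a fluorescence ratio check between 0.3 and a set limit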;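 further: plate controls were Siah plus tracer with DMSO for no effect and tracer alone without Siah for full effect; strong numbers were not always called active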
HIV peptide binding: cell-free HIV fusion peptide-binding blockers – biochemical, uHTS, fluorescence dequenching, primary screen (AID 1986) | cell-free peptide binding, fluorescence dequenching, 30 min; higher % means a stronger effect | one-dose inhibition, % at 20 µM; IC50 in µM for titrated hits | 0.3% of 290,000 active; in the data active means inhibition mostly above about 52%, no sharp cut-off; inactive means mostly below about 76%; further: some results filed as inactive read as strong as hits
GPR35 antagonists: GPR35 antagonists blocking zaprinast-driven arrestin recruitment, primary screen, imaging, U2OS, beta-arrestin-GFP, zaprinast agonist (AID 2058) | U2OS GPR35 beta-arrestin-GFP translocation imaging, zaprinast antagonism; higher % means a stronger effect | inhibition, % at 10 µM; hits with a dose series show IC50 in µM | 0.052% of 290,000 active;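 active means inhibition of at least 50% with at least 30 cells and total cytoplasm GFP at most 10,000,000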
GPR55 beta-arrestin: selective activators of receptor GPR55 – imaging, U2OS cells, beta-arrestin-GFP redistribution, primary screen (AID 1961). 0.048% of 290,000 active. activation, % at 10 µM; hits with a dose series show EC50 in µM. U2OS GPR55 beta-arrestin-GFP redistribution imaging; higher % means a stronger effect;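 active means activation above 40% with more than 50 cells counted in the well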;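 further: U2OS osteosarcoma cells stably expressing GPR55 and beta-arrestin-GFP; plate controls were DMSO negative control for no effect and LPI positive control for full effect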
NTR1 agonist: agonists of NTR1, primary screen, imaging, U2OS cells, beta-arrestin-GFP, high content (AID 493036); activation, % at 20 µM; P30989; NTR1-U2OS beta-arrestin-GFP spot imaging, agonist mode; 0.17% of 330,000 active;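 active means activation at or above 40% of the spot to cytoplasm intensity ratio, with at least 20 cells analyzed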;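 further: 0% = DMSO without peptide and 100% = 100 nM NTR1 peptide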
Target sequence (P30989 whole entry, looked up): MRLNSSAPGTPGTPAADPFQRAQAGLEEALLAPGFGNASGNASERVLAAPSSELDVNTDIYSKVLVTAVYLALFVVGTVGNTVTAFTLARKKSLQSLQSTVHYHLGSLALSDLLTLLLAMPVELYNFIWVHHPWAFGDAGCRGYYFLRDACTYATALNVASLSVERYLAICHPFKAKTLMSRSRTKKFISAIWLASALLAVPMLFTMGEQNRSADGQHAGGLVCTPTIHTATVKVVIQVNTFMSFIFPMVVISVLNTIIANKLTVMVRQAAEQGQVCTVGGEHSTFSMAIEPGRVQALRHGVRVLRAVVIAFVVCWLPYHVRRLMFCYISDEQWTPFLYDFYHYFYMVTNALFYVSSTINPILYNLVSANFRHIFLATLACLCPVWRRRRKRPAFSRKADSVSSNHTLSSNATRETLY
NS5 inhibitors: Dengue-2 NS5 methyltransferase inhibitors, primary screen, biochemical, confirmation dose response (AID 588689) | one-dose inhibition, % at 25 µM; IC50 in µM for titrated hits | 0.3% of 340,000 active | Dengue-2 NS5 methyltransferase capping enzyme assay, biochemical; higher % means a stronger effect; in the data active means a potency from the dose series
AID2073: inhibitors of Mint1-CaV2.2 protein interaction, biochemical, HTRF (AID 2073). HTRF protein-protein interaction, Mint1-CaV2.2; higher % means a stronger effect. inhibition, % at 20 µM; hits with a dose series show IC50 in µM. 0.19% of 290,000 active; in the data active means inhibition mostly above about 51%, no sharp cut-off; further: some results filed as inactive read as strong as hits
NTR1 agonist cell count 20 µM: second read-out of NTR1 agonist, no call of its own (marks repeat the call); cell count; measured here: cell count, cytotoxicity flag
The depositor's hits bear a star; · = no result given; [ ] = another dose, or the depositor's remark.

SMILES	GPR55 LPI antagonism	K1F lysis inhibition	Siah-1 displacement	HIV peptide binding	GPR35 antagonists	GPR55 beta-arrestin	NTR1 agonist	NTR1 agonist cell count 20 µM	NS5 inhibitors	AID2073
O=C(Nc1cccc(C(F)(F)F)c1)Nc1ccc(N2CCCC2)c(S(=O)(=O)Nc2ccccc2Cl)c1	13%	-1.1%	-12%	7.8%	-8%	0.4%	5.8	39	-5%	10%
Cc1c(C(=O)Nc2ccccc2F)sc2ncn(CC(=O)N3CCCCC3)c(=O)c12	-8%	-3.5%	2%	-0.2%	2%	-0.2%	-2.0	50	-5%	9%
Cc1nc(C(=O)NCc2ccccc2)sc1C1(C)CC(c2ccccc2)=NO1 (stereo unspecified)	8%	1.4%	-8%	-1.0%	19%	-0.1%	-2.1	75	0%	2%
CC(=O)N1CCN(C(=O)c2cc(S(=O)(=O)NCc3ccccc3)ccc2C)CC1	4%	1.2%[50 µM]	10%	0.3%	15%	-0.1%	1.3	60	-4%	8%
COc1ccc(C=O)cc1Cn1ccnc1C	20%	0.7%	-7%	-2.2%	10%	-0.1%	-1.7	38	-2%	18%
CCCCN(CC)CCNC(=O)c1cn(-c2ccc(Cl)cc2)c(=O)c2ccccc12	5%	2.7%	-1%	-1.1%	0%	0.0%	-1.0	44	1%	-4%
O=C(NCCOc1ccccc1F)c1cc(F)c(F)cc1Cl	4%	3.2%	0%	-2.0%	4%	0.6%	2.1	40	2%	4%
CCC1S/C(=N/N=C/c2ccco2)N(c2ccc(F)cc2)C1=O (stereo unspecified)	2%	-2.7%	-1%	16%	-1%	0.5%	-0.4	75	1%	2%
Clc1cccc(CN2CCCCCC2)c1	0%	-1.9%	-4%	1.3%	7%	-0.3%	0.6	49	3%	16%
CCOC(=O)CSc1nc2c(c(=O)[nH]c(=O)n2C)n1CCCc1ccccc1	5%	-1.5%	7%	0.7%	-16%	-0.2%	-0.5	46	-4%	-7%
Cc1c(C(=O)N2CCN(C)CC2)oc2c1C(=O)CC(C)(C)C2	-11%	5.7%	-2%	-0.4%	3%	-0.1%	0.8	53	-7%	-2%
CCOc1ccccc1NC(=O)CCCNC(=O)c1ccc(Cl)cc1	-2%	-0.4%	11%	-0.9%	0%	-0.1%	1.3	60	-1%	-2%
CNC(=O)c1c(Cl)cnn1-c1ccc(C)cc1	-3%	0.1%	8%	-1.3%	6%	0.4%	-0.2	50	4%	6%
CCCCNc1nc2c(c(=O)n(C)c(=O)n2C)n1Cc1cccc(OC)c1	0%	-0.1%	0%	-0.6%	2%	-0.2%	4.8	80	3%	-14%
COc1ccccc1C1=NC(c2ccc(F)cc2)N=C1C (stereo unspecified)	-6%	0.4%	-6%	-0.1%	-2%	0.8%	0.7	91	3%	-5%
C/C=C\C=C/C(=O)Nc1cccc(C2=NOC3(C2)C[C@@H](C(N)=O)N(C(=O)c2ccccc2)C3)c1 (stereo partly specified)	3%	·	-10%	-0.7%	6%	-0.2%	1.9	48	·	37%
Cc1ccc(NC(=O)COC(=O)CCc2nc3ccccc3n2-c2ccccc2)c(C)c1	-2%	0.5%	6%	-0.9%	13%	0.1%	3.7	50	-4%	-5%
N#Cc1c(NC(=S)NC(=O)C2CCCC2)sc2c1CCCCC2	-1%	0.4%[50 µM]	-3%	1.7%	0%	0.6%	23	57	-6%	-12%
COc1cccc(Nc2nnc(Cc3cccnc3)c3ccccc23)c1	3%	0.3%	-1%	0.4%	-12%	0.0%	-0.7	77	-4%	9%
N/C(=N\OC(=O)C1CCCCC1)c1ccncc1	-8%	-1.1%	0%	0.5%	-1%	0.8%	0.5	60	-6%	-5%
COc1cccc(C(=O)Nc2cc(S(=O)(=O)N3CCCCC3)ccc2OC)c1	-1%	0.1%	3%	-0.9%	2%	-0.5%	0.7	58	-5%	-4%
CC1Cc2ccccc2N1C(=O)COC(=O)c1ccc(O)cc1 (stereo unspecified)	-9%	0.3%	-3%	-1.2%	0%	0.2%	1.0	55	6%	-2%
O=C(Oc1cccc2cccnc12)c1ccc(Br)o1	20%	0.7%	-1%	2.6%	21%	-0.2%	-0.9	54	0%	5%
CCOc1cc(/C=N\NC(=O)Cn2nc([N+](=O)[O-])cc2C)ccc1OCc1cccc2ccccc12	9%	2.3%	-4%	0.8%	5%	-0.1%	-5.3	93	-9%	3%
O=C(CSc1ccccn1)c1ccc(F)cc1	7%	3.0%	2%	-2.3%	-9%	-0.2%	0.6	57	-5%	11%

The list continues.
SMILES	GPR55 LPI antagonism	K1F lysis inhibition	Siah-1 displacement	HIV peptide binding	GPR35 antagonists	GPR55 beta-arrestin	NTR1 agonist	NTR1 agonist cell count 20 µM	NS5 inhibitors	AID2073
O=C(Nc1ccc([N+](=O)[O-])cc1Br)c1cc2ccccc2nc1Cl	-7%	0.1%	37%	-0.2%	6%	-1.9%	0.8	60	-12%	20%
COc1ccc(C2NC(Cc3ccccc3)(C(=O)O)C3C(=O)N(c4ccccc4OC)C(=O)C23)cc1 (stereo unspecified)	-6%	0.3%	-10%	-0.3%	3%	0.1%	-0.9	41	·	-1%
Cc1nnn(C23CC4CC(CC(CC(=O)Nc5ccc(C)c(C)c5)(C4)C2)C3)n1	10%	0.0%	-3%	-2.1%	-6%	0.2%	-1.0	67	-2%	32%
Cc1ccc(S(=O)(=O)N2CC=C(c3c(C)n(C)c4ccccc34)CC2)cc1	-18%	5.8%	2%	13%	-14%	0.8%	3.7	58	-3%	8%
Cc1ccc(S(=O)(=O)N(C)C)cc1NC(=O)CCNC(=O)c1ccccc1Cl	-8%	3.4%	0%	-1.3%	-2%	0.3%	0.2	34	-4%	0%
O=C(CSc1cc(Cl)ccc1Cl)NCC1CCCO1 (stereo unspecified)	3%	6.2%	5%	0.7%	6%	0.9%	0.6	67	-2%	-3%
Cc1ccc(-n2nc3c(c2NC(=O)c2ccc(S(=O)(=O)N4CCOCC4)cc2)CSC3)c(C)c1	0%	0.2%	-2%	-2.5%	21%	0.1%	0.9	40	-7%	35%
O=C(c1sc2cc([N+](=O)[O-])ccc2c1Cl)N1CCCCC1	5%	1.4%[50 µM]	5%	-1.1%	2%	0.3%	0.4	80	2%	5%
O=C(COC(=O)C1CCCCC1)Nc1ccc(S(=O)(=O)N2CCOCC2)cc1	-3%	0.5%	2%	1.4%	-16%	0.4%	0.2	58	-5%	-1%
Nc1nc(SCc2ccc(Br)cc2)[nH]c(=O)c1-c1ccccc1	-2%	-2.9%	-2%	0.9%	1%	0.2%	4.6	27	-4%	6%
CCOC(=O)c1ccc(N2C(=O)CC(N(C)CCc3ccc(OC)c(OC)c3)C2=O)cc1 (stereo unspecified)	5%	-2.6%	2%	0.9%	5%	-0.1%	-0.9	43	-9%	4%
O=C(CN1CCN(c2ccc(O)cc2)CC1)Nc1ccc(-c2ccccc2)cc1	5%	0.9%	0%	-1.9%	26%	0.0%	-0.1	51	21%	-101%
CCC(=O)c1ccc(OCC(O)Cn2nc(C)c(C(C)=O)c2C)cc1 (stereo unspecified)	17%	0.3%	3%	0.9%	4%	-0.1%	1.8	60	-6%	0%
CSc1nc(-c2ccccc2F)c(C#N)c(=O)n1C	-4%	-0.3%	24%	0.6%	17%	1.0%	4.3	38	1%	-6%
CSCC[C@H](NC(=O)NCc1ccc(F)cc1)C(=O)O	5%	0.7%	2%	-0.7%	-2%	0.2%	-0.5	28	1%	-4%
Cc1ccc(C(=O)N2CC(=O)Nc3ccc(F)cc3C2c2ccccc2)cc1 (stereo unspecified)	-1%	-0.1%	0%	0.9%	-2%	0.7%	0.3	50	-4%	14%
COc1ccc(F)cc1C(=O)C1CCCN(Cc2c(C)n(C)n(-c3ccccc3)c2=O)C1 (stereo unspecified)	-1%	0.2%	-6%	0.0%	-9%	-0.1%	-0.4	26	-2%	10%
CC(=O)ON1C(C)(C)CC(OC(=O)c2ccccc2)CC1(C)C	7%	1.9%	1%	1.1%	11%	-0.1%	-0.8	86	6%	9%

A draw from above in order of SMILES length, descending.
SMILES	GPR55 LPI antagonism	K1F lysis inhibition	Siah-1 displacement	HIV peptide binding	GPR35 antagonists	GPR55 beta-arrestin	NTR1 agonist	NTR1 agonist cell count 20 µM	NS5 inhibitors	AID2073
COc1ccc(C2NC(Cc3ccccc3)(C(=O)O)C3C(=O)N(c4ccccc4OC)C(=O)C23)cc1 (stereo unspecified)	-6%	0.3%	-10%	-0.3%	3%	0.1%	-0.9	41	·	-1%
Cc1ccc(-n2nc3c(c2NC(=O)c2ccc(S(=O)(=O)N4CCOCC4)cc2)CSC3)c(C)c1	0%	0.2%	-2%	-2.5%	21%	0.1%	0.9	40	-7%	35%
COc1ccc(F)cc1C(=O)C1CCCN(Cc2c(C)n(C)n(-c3ccccc3)c2=O)C1 (stereo unspecified)	-1%	0.2%	-6%	0.0%	-9%	-0.1%	-0.4	26	-2%	10%
Cc1nnn(C23CC4CC(CC(CC(=O)Nc5ccc(C)c(C)c5)(C4)C2)C3)n1	10%	0.0%	-3%	-2.1%	-6%	0.2%	-1.0	67	-2%	32%
Cc1ccc(S(=O)(=O)N2CC=C(c3c(C)n(C)c4ccccc34)CC2)cc1	-18%	5.8%	2%	13%	-14%	0.8%	3.7	58	-3%	8%
Cc1ccc(S(=O)(=O)N(C)C)cc1NC(=O)CCNC(=O)c1ccccc1Cl	-8%	3.4%	0%	-1.3%	-2%	0.3%	0.2	34	-4%	0%
O=C(COC(=O)C1CCCCC1)Nc1ccc(S(=O)(=O)N2CCOCC2)cc1	-3%	0.5%	2%	1.4%	-16%	0.4%	0.2	58	-5%	-1%
O=C(Nc1ccc([N+](=O)[O-])cc1Br)c1cc2ccccc2nc1Cl	-7%	0.1%	37%	-0.2%	6%	-1.9%	0.8	60	-12%	20%
CCC(=O)c1ccc(OCC(O)Cn2nc(C)c(C(C)=O)c2C)cc1 (stereo unspecified)	17%	0.3%	3%	0.9%	4%	-0.1%	1.8	60	-6%	0%
O=C(c1sc2cc([N+](=O)[O-])ccc2c1Cl)N1CCCCC1	5%	1.4%[50 µM]	5%	-1.1%	2%	0.3%	0.4	80	2%	5%
CC(=O)ON1C(C)(C)CC(OC(=O)c2ccccc2)CC1(C)C	7%	1.9%	1%	1.1%	11%	-0.1%	-0.8	86	6%	9%
CSCC[C@H](NC(=O)NCc1ccc(F)cc1)C(=O)O	5%	0.7%	2%	-0.7%	-2%	0.2%	-0.5	28	1%	-4%
CSc1nc(-c2ccccc2F)c(C#N)c(=O)n1C	-4%	-0.3%	24%	0.6%	17%	1.0%	4.3	38	1%	-6%
